Assay outcomes deposited in PubChem by several laboratories.
SDO1 yeast rescue – restores growth of sdo1-depleted yeast; S. cerevisiae sdo1-depleted JHY4D growth rescue, OD600 30 h; hits give high values; pdr5 snq2 efflux-pump mutant strain; z-score at 10 µM; AID 817; 140,000 tested, 0.21% active;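 active = z-score above 3 at both the 24 hr and the 30 hr optical density reads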;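 also: z-score against mean and SD of all compound wells on the same plate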
INS promoter inh – TRM-6 insulin promoter activity inhibition | TRM-6 cells (human fetal islet line), insulin promoter-eGFP reporter, imaging; reporter expression induced with tamoxifen | inhibition, % at 2 µM | 130,000 tested, 0.9% active | AID 1273;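 active = inhibition above the mean plus 3 SD, with well images judged a real hit on visual review, cut at about 60% in these data, passing the limit was not always enough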
SDO1 yeast rescue Rescue 24 h – second read-out of SDO1 yeast rescue, no call of its own (marks repeat the call); z-score; S. cerevisiae sdo1-depleted JHY4D growth rescue, OD600; measured here: growth rescue at 24 h;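 0 is the plate mean of compound wells and units are plate SD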
* marks the source's active call; other numbers are inactive results; . = not tested or not shown; [ ] = dose if it differs, or a comment. An excerpt; count on the stated rates, not on these rows.

SMILES	SDO1 yeast rescue	SDO1 yeast rescue Rescue 24 h	INS promoter inh
O=C(CCCN1C(=O)c2ccccc2C1=O)Nc1c2c(nc3c1CCC3)CCC2	0.06	-0.36	21
OC1CCN(C(c2ccc3ncccc3c2)c2nnnn2C2CCCCC2)CC1 (stereo not given)	1.4	0.37	-77
COc1ccccc1NC(=S)NCCc1ccccc1	-0.35	-1	49
O=C(/C=C/c1cccc([N+](=O)[O-])c1)NCCSCc1cccc(Cl)c1	-2.1	-1.5	22
O=[N+]([O-])c1cc(/C=N/O)ccc1SCc1ccccc1	-1.2	-0.76	-20
COC(=O)C1C2CCC(C2)C1C(=O)OCC(=O)c1ccccc1 (stereo not given)	1.1	0.97	.
CCC(=O)Nc1c2c(nc3c1CCC3)CCCC2	0.25	0.06	43
O=C(CCNS(=O)(=O)c1ccc(Cl)cc1)N1CCN(Cc2ccccc2)CC1	-0.04	-0.11	-44
COc1ccc(-n2c(Cc3cccn3C)nnc2SCC(=O)Nc2ccc(C)cc2C)cc1	-1.2	-0.71	.
CN(C)C=NC(=O)c1cn(-c2ccc(F)cc2)c(=O)c2ccccc12	.	.	-17
CC1CCN(C(=O)CSc2nnc(-c3cc4ccccc4cc3O)n2Cc2ccco2)CC1	-0.91	-0.59	.
COc1ccccc1CNC(=O)C/C(C)=N/NC(=O)Cc1ccc(OC)c(OC)c1	1.5	0.86	14
CCn1nc(NC(=O)c2cccnc2)c2cc3ccccc3nc21	0.25	-0.05	29
COC(=O)C1=C(C)NC(C)=C([N+](=O)[O-])C1c1ccccc1C(F)(F)F (stereo not given)	-0.14	-0.75	-29
C=C(C)Cn1c(Sc2nc3ccccc3[nH]2)nc2c1c(=O)[nH]c(=O)n2C	0.8	0.2	.
COc1cccc2c(=O)c3ccccc3oc12	.	.	44
CCC(=O)N1CCc2cc(Br)cc(S(=O)(=O)N(C)c3ccc(OC)cc3OC)c21	.	.	27
CC1=NN(C(=O)Cn2nc([N+](=O)[O-])c(Br)c2C)C(O)(C(F)(F)F)C1 (stereo not given)	1.4	0.89	-24
CCc1ccc(C(C(=O)NC(C)(C)CC)N(Cc2ccco2)C(=O)Cn2nnc3ccccc32)cc1 (stereo not given)	-1.7	-1.2	-359
O=[N+]([O-])c1ccc(NC2CCCC2)cc1	0.11	0.16	-19
COCCCNC(=O)c1cccc(NC(=O)c2ccccc2)c1	-0.7	-0.48	0
O=C(COc1ccc(Cl)cc1)N/N=C/CCc1ccccc1	0.33	-0.56	.
COc1ccc(C2(C(=O)Nc3ccccc3)CCOCC2)cc1	0	-0.16	-3
COc1ccc(C2CC(c3ccccc3)=NN2C(=O)CN2N=NC3C(=O)N(c4cccc(F)c4)C(=O)C32)cc1 (stereo not given)	1	0.99	.
COc1ccc(C(=O)N2CCN=C2SC)cc1OC	1.4	0.6	.
Cc1cccc2cc(C(c3nnnn3C(C)(C)C)N3CCN(C(=O)c4ccco4)CC3)c(=O)[nH]c12 (stereo not given)	0.79	0.69	49
COc1ccc(C(=O)CN(C(=O)c2ccc(Cl)cc2)N2C(=O)c3ccccc3C2=O)cc1	0.41	0.74	.
CCCNC(=O)OCc1cccnc1Sc1ccc(C)cc1	.	.	-64
CSCCC(NC(N)=O)C(=O)N(C)CC(=O)Nc1cc(C)ccc1C (stereo not given)	-0.06	-0.42	-47
CC(C)c1nc2oc3ccccc3c(=O)c2c(=O)n1-c1ccccc1	0.39	0.82	30
CCC(Sc1nc(-c2ccccc2)c(C#N)c(=O)[nH]1)C(=O)Nc1cc(C)on1 (stereo not given)	1.1	1.4	.
NC(=O)c1nn(-c2cccc(Cl)c2)c(=O)cc1O	-0.43	-0.9	27
Cc1ccc(CNC(=O)C(=O)NCC2CCCO2)cc1 (stereo not given)	-0.74	-0.03	28
COC(=O)C1C2C=CC3(CN(CCc4ccccc4)C(=O)C13)O2 (stereo not given)	0.14	0.13	0
O=C(Nc1ccc2ccccc2c1)N1CCN(c2ncccc2C(F)(F)F)CC1	-0.8	-0.79	.
O=C(OCc1cc2ccccc2[nH]c1=O)C1CCCO1 (stereo not given)	0.12	0	31
COc1cccc(-n2c(CNC(=O)OC(C)(C)C)n[nH]c2=S)c1	1.1	1.3	-42
Cc1ccc(C(=O)NCCN2CCCC2)cc1	2.5	3.4	-33
CC1(C)C(c2ccccc2)=NC(c2ccccc2)N1O (stereo not given)	0.2	-0.04	-21
CC(C)=Cc1oc2ccc([N+](=O)[O-])cc2c1N1CC(C)OC(C)C1 (stereo not given)	.	.	-36

Pulled one by one from the entries so far:
SMILES	SDO1 yeast rescue	SDO1 yeast rescue Rescue 24 h	INS promoter inh
COc1ccc(C(=O)CN(C(=O)c2ccc(Cl)cc2)N2C(=O)c3ccccc3C2=O)cc1	0.41	0.74	.
COC(=O)C1C2C=CC3(CN(CCc4ccccc4)C(=O)C13)O2 (stereo not given)	0.14	0.13	0
Cc1ccc(C(=O)NCCN2CCCC2)cc1	2.5	3.4	-33
CC1(C)C(c2ccccc2)=NC(c2ccccc2)N1O (stereo not given)	0.2	-0.04	-21
NC(=O)c1nn(-c2cccc(Cl)c2)c(=O)cc1O	-0.43	-0.9	27

Further structures follow.
SMILES	SDO1 yeast rescue	SDO1 yeast rescue Rescue 24 h	INS promoter inh
CN(C)c1ccc(/C=C/c2cc[n+](C)cc2)cc1	0.43	-0.62	-174
COc1ccc(C(=O)NCCc2c[nH]c3ccccc23)cc1S(=O)(=O)N1CCOCC1	-0.44	-0.96	36
O=C(N/N=C/c1ccccn1)c1ccccc1	-0.67	-0.43	-7
Cc1ccc(S(=O)(=O)/C(C#N)=C/c2c(N3CCC(C(N)=O)CC3)nc3ccccn3c2=O)cc1	0.55	-0.63	-4
CCCCn1c(NS(=O)(=O)c2ccccc2)c(S(=O)(=O)c2ccc(C)cc2)c2nc3ccccc3nc21	-0.82	0.76	.
O=C(NNC1=NCCC1)C1CC1	.	.	46
CC(O)C(=O)N/N=C/c1cccc(Cl)c1Cl (stereo not given)	0.77	0.67	7
Cc1cc(-c2[nH]nc3c2C(c2ccsc2)C(C#N)=C(N)O3)c(C)s1 (stereo not given)	0.08	-0.65	-420
COc1ccc(C(=O)Oc2cccnc2)cc1OC	-0.14	-0.57	-33
CCCCCC(=O)Nc1c(-c2cccs2)c(=O)c2ccccc2n1C	-0.13	0.14	22
CCOC(=O)c1ccc(N2C(=O)c3n[nH]c(-c4ccco4)c3C2c2cccc([N+](=O)[O-])c2)cc1 (stereo not given)	-0.6	-0.5	3
CCOc1ccccc1OCc1nn2c(COc3ccccc3)nnc2s1	-2.2	-1.4	-21
CC1CC(=O)N(Cc2ccccc2)c2ccccc2N1C=O (stereo not given)	0.84	0.81	.
FC(F)(F)c1cccc(NC(=S)NCc2ccccc2)c1	-1.6	-1.1	.
Cc1ccc(NC(=O)C(SCC(=O)O)c2ccccc2)cc1C (stereo not given)	0.39	0	-17
CSc1ccccc1-c1nnc(-c2ccc(Cl)cc2Cl)o1	-1.2	-1	.
COc1ccc(N2CCN(c3ncccc3C#N)CC2)cc1	1.6	1.4	22
O=C(COC(=O)Cc1cccc(C(F)(F)F)c1)Nc1ccccc1	0.81	0.42	.
Cc1[nH]oc(=O)c1N=Nc1ccccc1	-0.94	-0.44	19
O=C(O)c1ccc(-n2cccc2/C=C2/NC(=O)N(c3cccc(Cl)c3)C2=O)cc1	.	.	-53
Cn1c(=O)c2c(ncn2CC(=O)OCC(=O)NC(c2ccccc2)c2ccccc2)n(C)c1=O	1.3	2	7
CCc1c(C)nc2ncnn2c1N1CCCC(C(=O)Nc2cc(F)ccc2C)C1 (stereo not given)	0.12	0.12	-14
O=C(Nc1cccc2cccnc12)c1ccc(Br)o1	-1.9	-1.3	30
CCCCC(=O)N/N=C(/C)C1=C(C)C(C)(C)OC1=O	.	.	20
Cc1noc(C)c1COc1cccc(C(=O)OCCOc2ccc(F)cc2)c1	-1.2	-0.98	3
COc1cc2c(C(=O)NCCCN3CC(C)CC(C)C3)cn(CC(C)C)c(=O)c2cc1OC (stereo not given)	0.57	-0.43	.
CCc1nnc(NC(=O)c2cnccn2)s1	1.5	1.9	-62
CC(C)c1ccc(OCC(=O)N(Cc2ccccc2)c2ccccn2)cc1	-0.67	-0.56	21
CCn1c(C)nc2c(=O)oc3ccccc3c21	0.82	-0.02	.
COc1cc(S(=O)(=O)NC2CCCCC2)ccc1Cl	-1.8	-1.6	-75
CCOC(=O)Nc1sc2c(c1C#N)CCC(C)C2 (stereo not given)	-0.76[14 µM]	-0.37	-89
CCCC(=O)c1cc(F)c(N2CCOCC2)cc1C	0.12	-0.6	.
COc1ccc(CCNC(=O)COC(=O)/C=C/c2ccc(OC)c(OC)c2)cc1	0.73	0.38	.
Cc1c(C(=O)NCc2cccnc2)oc2ccccc12	0.6	0.37	-25
COC(=O)c1c(C)nc(C)c(C(=O)OC)c1-c1cccs1	.	.	45
CCn1c(COc2cccc3ccccc23)nnc1SCC(N)=O	1.3	1.5	14
N#Cc1nc(COc2ccc(Cl)cc2)oc1NCc1ccc2c(c1)OCO2	-0.55	0.11	-19
Cc1cc(C)c2c(n1)sc1c(=O)n(-c3ccccc3)c(=O)[nH]c12	-0.42	-0.76	0
COc1nc(N(c2ccccc2)c2ccccc2)nc(-n2ccnc2)n1	-1.1	-0.34	-12
C=CCn1c(SCC2=C(C(=O)OCC)C(C)NC(=O)N2)nnc1C1CCCCC1 (stereo not given)	0.16	-0.09	17
COc1ccccc1N1CCN(S(=O)(=O)c2cc(C)sc2C)CC1	-0.53	-0.68	.
COC(=O)c1ccc(CNC(=O)COC(=O)c2ccc(N(C)C)cc2)cc1	.	.	60
O=S(=O)(NC1CCN(Cc2ccccc2)CC1)c1cccc(S(=O)(=O)N2CCOCC2)c1	0.06	-0.68	-208
CN(CC(=O)NCc1ccccn1)S(=O)(=O)c1ccc(Cl)cc1	0.07	-0.29	15
O=C1COc2ccc(C(=O)COC(=O)c3sc4ccccc4c3Cl)cc2N1	0.39	1.8	-13
COc1ccc(CC(=S)N2CCOCC2)cc1OC	2.6	4.4	50
Cc1ccccc1NC(=S)N(CCN(C)C)C(C)c1ccccn1 (stereo not given)	-0.1	0.18	-39
Cc1ccc(-c2cn3cccc(C)c3n2)cc1	.	.	73*
Cc1cccc(N2C(=O)CC(N3CCN(Cc4ccc(Cl)cc4)CC3)C2=O)c1 (stereo not given)	-0.79	-0.55	4
CC(C)NC(=O)NC(=O)COC(=O)Cc1ccsc1	1.3	0.32	11
CC1CCCC/C1=N\NC(=S)Nc1cccnc1 (stereo not given)	.	.	-19
Cc1cccc(C(=O)Nc2sc3c(c2C#N)CCCCC3)c1	-1	0.89	-344
COC(=O)c1sc(S(=O)(=O)NCC(=O)O)c(C(=O)OC)c1C	.	.	21
CCN(CC)c1ccc(NC(=O)CN2CCN(c3ccc(F)cc3)CC2)cc1	0.64	0.38	.
O=C(c1cc2cc([N+](=O)[O-])ccc2s1)N1CCCCC1	.	.	-24
CCN(CC)CCCNC(=O)c1cc(-c2ccc(Cl)c(Cl)c2)on1	0.47	-0.04	.
CCN(CCCNC(=O)CNC(=O)Cn1cnc2ccccc2c1=O)c1cccc(C)c1	3	4.5	.
Cc1cc(C)cc(N(C(C)C(=O)NC2CCCC2)S(C)(=O)=O)c1 (stereo not given)	0.29	0.12	-20
CC1(C)CC2CC(C)(CN2C(=O)COC(=O)c2ccc(Cl)c(N)c2)C1 (stereo not given)	-1	-0.56	16
O=[N+]([O-])c1ccc(/C=N/Nc2nc(N3CCCCC3)nc(N3CCCCC3)n2)o1	-2.1	-1.8	18

Among those listed so far, these contain an NH in an aromatic ring.
SMILES	SDO1 yeast rescue	SDO1 yeast rescue Rescue 24 h	INS promoter inh
C=C(C)Cn1c(Sc2nc3ccccc3[nH]2)nc2c1c(=O)[nH]c(=O)n2C	0.8	0.2	.
Cc1cccc2cc(C(c3nnnn3C(C)(C)C)N3CCN(C(=O)c4ccco4)CC3)c(=O)[nH]c12 (stereo not given)	0.79	0.69	49
CCC(Sc1nc(-c2ccccc2)c(C#N)c(=O)[nH]1)C(=O)Nc1cc(C)on1 (stereo not given)	1.1	1.4	.
O=C(OCc1cc2ccccc2[nH]c1=O)C1CCCO1 (stereo not given)	0.12	0	31
COc1cccc(-n2c(CNC(=O)OC(C)(C)C)n[nH]c2=S)c1	1.1	1.3	-42
COc1ccc(C(=O)NCCc2c[nH]c3ccccc23)cc1S(=O)(=O)N1CCOCC1	-0.44	-0.96	36
Cc1cc(-c2[nH]nc3c2C(c2ccsc2)C(C#N)=C(N)O3)c(C)s1 (stereo not given)	0.08	-0.65	-420
CCOC(=O)c1ccc(N2C(=O)c3n[nH]c(-c4ccco4)c3C2c2cccc([N+](=O)[O-])c2)cc1 (stereo not given)	-0.6	-0.5	3
Cc1[nH]oc(=O)c1N=Nc1ccccc1	-0.94	-0.44	19
Cc1cc(C)c2c(n1)sc1c(=O)n(-c3ccccc3)c(=O)[nH]c12	-0.42	-0.76	0

(next part)
SMILES	SDO1 yeast rescue	SDO1 yeast rescue Rescue 24 h	INS promoter inh
COc1ccc(C)cc1NC(=O)CC(NC(C)=O)c1ccccc1 (stereo not given)	.	.	19
COc1ccc(Cl)cc1C(=O)C1CCCN(Cc2cnc(N3CCOCC3)s2)C1 (stereo not given)	.	.	-57
O=S(=O)(N/N=C/c1cccc(OC2CSC2)c1)c1ccccc1	-0.28	-0.61	0
N#Cc1c(N)n[nH]c1-c1cc2c([nH]1)CCCC2	0.95	0.93	31
Cc1cccc(-c2c3c(=O)n(C)c(=O)n(C)c3cn2C(C)C)c1	0.25	-0.16	.
Cc1cc(OCCN2CCCC2)ccc1[N+](=O)[O-]	0.55	0.8	0
CC(NC(=O)CNC(=O)OCc1ccccc1)C(=O)N1CC(O)CC1C(=O)OCc1ccccc1 (stereo not given)	1.9	1.3	7
CCOC(=O)N(C)c1ccc(C(O)(C(F)(F)F)C(F)(F)F)cc1	-0.19	-0.53	13
CC(C)C(=O)Nc1nnc(CCN2CCOCC2)s1	-0.01	-0.77	-34
